hIAP act – human IAP activation | purified human IAP, CDP-Star luminescence, 30 min; active compounds read high; 1 = vehicle-only enzyme, 0 = enzyme-free background | activation factor at 10 µM | hit rate 0.16% among 330,000 | AID 2524;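 active = activation factor of the enzyme at least 2-fold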; note: the source names both 10 and 20 µM as test concentration; values of inactives mirror those of a sister screen read the other way
Target sequence (P09923 whole entry, looked up): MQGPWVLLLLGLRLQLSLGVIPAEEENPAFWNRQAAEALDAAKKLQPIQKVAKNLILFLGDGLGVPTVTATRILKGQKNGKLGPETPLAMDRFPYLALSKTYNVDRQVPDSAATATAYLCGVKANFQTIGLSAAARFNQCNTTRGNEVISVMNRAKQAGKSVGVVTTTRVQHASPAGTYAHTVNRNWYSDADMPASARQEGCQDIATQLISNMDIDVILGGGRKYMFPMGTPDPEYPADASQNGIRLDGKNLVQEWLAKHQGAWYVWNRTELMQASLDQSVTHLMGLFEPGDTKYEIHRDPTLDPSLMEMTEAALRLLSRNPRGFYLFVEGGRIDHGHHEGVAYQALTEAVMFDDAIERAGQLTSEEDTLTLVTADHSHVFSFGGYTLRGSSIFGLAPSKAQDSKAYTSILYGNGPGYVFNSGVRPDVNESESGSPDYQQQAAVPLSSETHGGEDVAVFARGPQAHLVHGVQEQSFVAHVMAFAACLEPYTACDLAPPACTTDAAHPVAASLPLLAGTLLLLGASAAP
beta cell repl – inducers of beta-cell replication in MIN6 cells; hit rate 0.29% among 330,000; proliferation, % at 10 µM; MIN6 cells proliferation, ATPlite luminescence, 48 h; cells starved in 0.2% serum; 100% = growth in 10% serum;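 active = compounds whose signal lies at least 3.5 SD above the mean of all wells on their plate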;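 note: 0% = DMSO-treated cells in low-serum medium and 100% = 10% serum control; some compounds called inactive have numbers as strong as hits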
APOBEC3A inh – human APOBEC3A DNA deaminase inhibition; hit rate 0.41% among 330,000; inhibition, % at 20 µM; AID 493011; recombinant A3A, FAM/TAMRA ssDNA deamination fluorescence;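 active = at least 40% inhibition at 20 µM here, with at most 30% in a related deaminase screen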;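 note: plate controls were A3A with DMSO for no effect and wells lacking A3A enzyme for full effect; some results filed as inactive read as strong as hits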
Target sequence (P31941 whole entry, looked up): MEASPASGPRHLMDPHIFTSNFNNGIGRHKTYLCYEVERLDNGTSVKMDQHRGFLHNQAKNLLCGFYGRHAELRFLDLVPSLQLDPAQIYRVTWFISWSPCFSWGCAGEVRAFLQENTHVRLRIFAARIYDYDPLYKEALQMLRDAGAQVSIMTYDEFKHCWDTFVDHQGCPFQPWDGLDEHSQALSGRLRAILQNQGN
mIAP activ – increases mouse intestinal alkaline phosphatase activity. muIAP, CDP-Star luminescence, 30 min; active compounds read high; 1 = vehicle-only enzyme signal, 0 = enzyme-free wells. activation factor at 10 µM. hit rate 0.24% among 330,000. AID 2805;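 active = activation factor of at least 2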; note: the source names both 10 and 20 µM as test concentration; values of inactives mirror those of a sister screen read the other way
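System: Mouse IAP enzyme | Also added: CDP-Star substrate | Dosing: Compounds dispensed in DMSO | Schedule: 30 min enzyme-substrate-compound incubation at room temperature | Technique: Chemiluminescence readout | Control set: DMSO-only wells and no-enzyme negative control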
mIAP block – blocks mouse intestinal alkaline phosphatase | purified mouse IAP, CDP-Star luminescence, 30 min | inhibition, % at 10 µM | hit rate 0.2% among 330,000 | AID 2806;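 active = inhibition of at least 40% at 10 µM in the primary screen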;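 note: plate controls were DMSO with enzyme for no effect and no enzyme wells for full effect; values of inactives mirror those of a sister screen read the other way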
hIAP block – human IAP inhibition; inhibition, % at 10 µM; purified IAP, CDP-Star luminescence, 30 min; hit rate 0.12% among 330,000; AID 2544; P09923;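 active = inhibition reaching a set limit with compound at 10 µM in the primary screen, cut at about 35% in these data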;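 note: plate controls were DMSO wells with enzyme for no effect and no-enzyme buffer wells for full effect; values of inactives mirror those of a sister screen read the other way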
NALP3 yeast inh – blocks the NALP3 inflammasome reconstituted in yeast | Yeast reconstituted NLRP3/ASC/caspase-1, beta-gal luminescence, 24 h | AID 2825 | inhibition, % at 10 µM | hit rate 0.39% among 330,000;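 active = inhibition of 50% or more; inactive = inhibition below 50%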;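 note: plate controls were induced DMSO wells for no effect and uninduced yeast grown without galactose for full effect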
A3G deaminase – blocks human APOBEC3G single-stranded DNA deamination | Q9HC16 | recombinant A3G, ssDNA deamination FAM/TAMRA fluorescence | inhibition, % at 20 µM | hit rate 0.28% among 330,000;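 active = inhibition of at least 40% at 20 µM, with no more than 30% in the related APOBEC3A deaminase screen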;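 note: plate controls were DMSO wells with A3G for no effect and wells lacking A3G enzyme for full effect; some compounds called inactive have numbers as strong as hits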
SENP1 inh – SENP1 (human) catalytic domain inhibition; recombinant SENP1 catalytic domain, CyPet-SUMO1-YPet FRET cleavage; inhibition, % at 10 µM; hit rate 0.21% among 360,000;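 active = inhibition at least 30% at 10 µM, raw YFP signal under a set limit, fluorescence ratio 0.5 to 1.5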;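 note: 0% = enzyme with DMSO and 100% = no enzyme wells; some results filed as inactive read as strong as hits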
Target sequence (Q9P0U3 419-644 limits assumed): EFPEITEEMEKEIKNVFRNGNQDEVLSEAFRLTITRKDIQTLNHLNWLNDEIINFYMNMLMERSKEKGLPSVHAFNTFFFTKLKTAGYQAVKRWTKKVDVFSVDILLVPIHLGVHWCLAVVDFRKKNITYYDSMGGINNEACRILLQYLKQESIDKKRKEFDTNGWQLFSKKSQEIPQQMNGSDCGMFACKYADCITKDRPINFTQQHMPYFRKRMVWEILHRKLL
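System: Recombinant human SENP1 catalytic domain, His6-tagged | Incubation: Enzyme reaction for 50 min at room temperature, dark | Medium: Tris pH 8 with BME, BSA, NP40 and catalase | Also added: 25 nM SUMO1 FRET substrate | Compound: 10 µM single point, 0.5% DMSO | Measured by: FRET fluorescence in CFP and YFP emission channels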
Active calls of the source: *; nt = no result given. This is a subset. The share of hits here may be higher or lower than overall.

SMILES	hIAP act	beta cell repl	APOBEC3A inh	mIAP activ	mIAP block	hIAP block	NALP3 yeast inh	A3G deaminase	SENP1 inh
C=CCC[C@H](Cc1ccc(F)cc1)C(=O)OC[C@@H](Cc1c[nH]c2ccccc12)NC(=O)[C@@H](CC=C)CC(=O)N(CCO)Cc1ccccc1	1	-6	-4	0.9	10	-4	21	-10	1
O=C(CSC1=NCCS1)N1CCN(c2ccc(Cl)cc2)CC1	0.87	2	12	1.1	-8	13	-7	5	-1
CCOC(=O)c1ccc(NC(=O)C2CCCO2)cc1 (configuration not stated)	0.99	-2	2	0.99	1	1	15	4	2
CCCS(=O)(=O)N1CCCC(C(=O)NCCc2cccc(C)c2)C1 (configuration not stated)	1	3	0	0.99	1	-4	4	-3	-2
CCCCN1CNC(=S)N(c2ccc(C(=O)OCC)cc2)C1	1	1	2	1.1	-8	0	16	-2	3
Cn1c(N)c(C(=O)COC(=O)COc2ccccc2C#N)c(=O)n(C)c1=O	0.87	-1	2	1.1	-8	13	8	-9	-3
O=C(Cn1cnc([N+](=O)[O-])c1)Nc1cc(Oc2ccc(Cl)cc2Cl)cc([N+](=O)[O-])c1	0.83	-6	3	0.91	9	17	-4	-1	1
N#Cc1cnn2c(N)c(-c3ccc(Cl)cc3)cnc12	1.1	-4	-2	0.83	17	-6	9	-7	-21
CN(C(=O)COC(=O)CNC(=O)c1sc2ccccc2c1Cl)c1ccccc1	0.91	-2	2	1	-1	9	20	3	0
CSc1ccc(C#N)cc1NC(=O)c1ccccc1	1	-2	-1	1	0	-4	23	-8	-8
CCCCc1cc(=O)oc2cc(C)cc(OC(C)C(=O)NCc3ccccn3)c12 (configuration not stated)	1.2	0	-3	0.94	6	-18	15	-8	0
Cc1ccc(S(=O)(=O)N2CCN(C(=O)CCCOc3ccc(Cl)cc3C)CC2)cc1	0.9	-7	4	1.1	-7	10	19	0	4
Cc1cccc(NC(=O)CNC(=O)CN2CCN(C)CC2)c1C	1.1	-3	-3	1.1	-6	-10	14	-6	0
Cc1ccc(C)c(N2CCN(S(=O)(=O)c3ccc4c(c3)NC(=O)CC(=O)N4)CC2)c1	1.1	-1	-4	1.1	-12	-11	9	-6	0
Cn1c(N)c(Sc2ccc([N+](=O)[O-])cc2)c(=O)n(C)c1=O	1.1	1	1	1	-4	-13	11	-6	0
O=C(NCc1ccccc1)c1ccc(N2CCC3(CC2)CC(c2ccccc2)=NO3)c([N+](=O)[O-])c1	0.91	-6	-1	0.99	0	9	19	-7	3
Cc1c(-c2cc[n+]([O-])cc2)oc2ccc(Br)cc2c1=O	1.1	0	-5	1.2	-21	-6	0	-12	nt
Cn1c(=O)c2c(nc(CN3CCC(C(N)=O)CC3)n2Cc2c(F)cccc2Cl)n(C)c1=O	0.87	0	-4	1	-2	13	4	-4	-10
CC1=NNC(=O)/C1=C\c1cn(-c2ccccc2)nc1-c1ccc(Cl)cc1	1	-6	-1	0.85	15	0	34	-8	2
O=C1NC(=NCc2ccccc2)S/C1=C\c1ccccc1	1	-1	2	1	-4	0	34	4	2
CCCCc1ccc(S(=O)(=O)N2CCC3(CC2)OCCO3)cc1	1.2	0	-2	0.94	6	-21	48	-9	2
COc1cc(NC(=O)c2cc([N+](=O)[O-])ccc2NC(=O)CNCc2ccccn2)cc(OC)c1	1.5	-2	-3	0.92	8	-45	19	-9	-1
Cc1cc(Br)cc(C)c1OCCCCN(C)C	0.89	4	4	1	-2	12	11	1	0
COc1ccc(CCNS(=O)(=O)c2ccc(N3CCCC3=O)cc2)cc1	1.1	-2	-3	1.1	-8	-15	8	-1	1
COc1ccc(-c2nc3n(n2)C(c2cccnc2)C(C(N)=O)=C(C)N3)cc1 (configuration not stated)	1.1	1	-3	0.94	6	-12	15	-3	-1
COC(=O)c1c(C)nn(-c2ccc(F)c(Cl)c2)c1-c1cc(C)on1	1.2	3	-4	1.1	-10	-22	10	-5	1
O=C(NCc1cccnc1)c1cc(S(=O)(=O)N2CCCC2)c(Cl)cc1Cl	1	-1	-6	0.97	3	-2	8	-11	-2
O=C(N/N=C/c1ccccc1Br)c1ccc(CSc2cccc3cccnc23)cc1	0.88	-4	-4	0.83	16	12	18	-14	0
O=C(OCC#CCSc1nnc(-c2cccc3ccccc23)o1)c1cccc2[nH]ccc12	0.93	-5	2	0.94	6	7	18	-5	0
Cc1cc(C)n(-c2ccc(C(=O)Nc3cc(S(=O)(=O)N(C)C)ccc3Cl)cc2)n1	1.1	-1	0	1.1	-13	-5	-7	-3	1

A section of the results above, as a working copy:
SMILES	hIAP act	beta cell repl	APOBEC3A inh	mIAP activ	mIAP block	hIAP block	NALP3 yeast inh	A3G deaminase	SENP1 inh
CCCCc1ccc(S(=O)(=O)N2CCC3(CC2)OCCO3)cc1	1.2	0	-2	0.94	6	-21	48	-9	2
COc1cc(NC(=O)c2cc([N+](=O)[O-])ccc2NC(=O)CNCc2ccccn2)cc(OC)c1	1.5	-2	-3	0.92	8	-45	19	-9	-1

Continuation.
SMILES	hIAP act	beta cell repl	APOBEC3A inh	mIAP activ	mIAP block	hIAP block	NALP3 yeast inh	A3G deaminase	SENP1 inh
C[C@H](NC(=O)NCCc1ccccc1)C(=O)O	1	4	-2	0.98	2	-3	-16	-5	1
COc1ccc(CNC(=O)COC(=O)c2c(NC(C)=O)sc(C)c2C)cc1	0.96	0	2	0.96	4	4	8	5	-2
Nc1cc(-c2ccco2)no1	0.91	0	-3	0.94	6	9	-5	-3	0
CC(=O)Nc1ccc(S(=O)(=O)NC(CC(=O)NCCC2=CCCCC2)C(C)C)cc1 (configuration not stated)	0.82	-2	-3	1.2	-17	18	-7	-3	-1
Cn1c(N2CCOCC2)cc(=O)n(C)c1=O	0.97	-2	1	1	-3	3	-7	-7	1
COc1ccc(CNCc2c(F)cccc2F)cc1OC	1.3	-2	-4	1	-1	-30	1	-4	0
CC(C)(C)c1ccc(NC(=O)CON=C(N)c2ccccc2)cc1	0.86	1	-1	0.98	2	14	10	-5	0
O=C(CNc1cccc2ccccc12)c1ccc([N+](=O)[O-])cc1	0.86	-6	-8	0.99	1	14	14	-6	-8
CCOC(=O)c1ccccc1NC(=O)COC(=O)CCC(=O)c1ccccc1	1.4	2	0	1	-5	-38	13	2	1
O=C1NC2(CCCCCC2)C(=O)N1CCS(=O)(=O)Oc1ccccc1	1	-2	1	1	-5	-2	20	-1	0
COc1cc(NC(=O)CN2CCN(c3ccccc3F)CC2)c(C)cc1[N+](=O)[O-]	1	0	-4	1	-3	-4	17	-6	2
COC(=O)c1ccc(C(=O)OC)c(NC(=S)N2CCN(C(=O)C3CCCO3)CC2)c1 (configuration not stated)	1.2	2	-1	1.1	-8	-18	-4	-1	-23
COc1ccc(CCNC(C)C(=O)Nc2ccc(S(N)(=O)=O)cc2)cc1 (configuration not stated)	0.94	0	-2	0.93	7	6	1	-5	-11
CCC(=O)c1ccc(OCC(=O)Nc2ccc(S(=O)(=O)Nc3cc(C)nc(C)n3)cc2)cc1	1.2	-3	3	1.1	-6	-15	12	-7	0
O=S1(=O)CC2N=C(N(Cc3ccc(F)cc3Cl)c3ccccc3F)SC2C1 (configuration not stated)	1	-1	-1	1	-2	-5	3	-3	0
CN(C)c1nnnn1-c1ccc(OC(F)(F)F)cc1	1.4	4	-3	0.87	13	-37	6	-6	2
CCOc1ccc(OCC(=O)N2CCOCC2)cc1	0.93	-3	3	1	-3	7	20	-1	4
Cc1ccc(/C=N/NC(=O)NC2CCCCC2)o1	0.95	1	-5	0.95	5	5	12	-8	3
CCS(=O)(=O)c1ccc2oc(Nc3ccc(OC)c(OC)c3)nc2c1	1.2	0	-1	0.98	2	-21	-2	-5	0
Cc1ccnc(SCCn2c(N3CC(C)CC(C)C3)nc3c2c(=O)n(C)c(=O)n3C)n1 (configuration not stated)	1.3	0	-3	1	-1	-33	9	-3	-1
COc1ccc(Cc2nnc(NC(=O)c3c(-c4ccccc4)noc3C)s2)cc1	0.94	-2	0	1	0	6	13	-5	-16
CCCCC(c1nnnn1Cc1ccco1)N1CCN(C(=O)c2ccco2)CC1 (configuration not stated)	1.1	0	-1	1	-4	-14	4	-3	-2
COc1ccc(NC(=O)CSc2nnc(C3CC3)n2C)cc1	1	3	-6	0.99	0	-2	12	-8	1
COc1ccc(CN(C)C(=O)C2CCN(S(=O)(=O)c3cccs3)CC2)cc1F	1	2	3	0.86	14	-4	2	-11	-2
N#C/C(=C\c1ccncc1)c1ccc(NC(N)=O)cc1	1.1	-1	1	1	0	-9	14	-6	-25
CNc1ccc(S(=O)(=O)NCC(=O)NCCCc2ccccc2)cc1[N+](=O)[O-]	0.65	-6	2	1.1	-9	35*	17	8	1
CCC(CC)c1nc(NCCC(=O)O)c2ccccc2n1	1	-1	-2	1.1	-8	-4	-3	-6	-1
CNc1c(NC(=O)COc2ccc(Cl)cc2)c(=O)oc2ccccc12	0.88	2	-3	1.1	-6	12	21	-2	3
Cc1ccc(NCc2nnc(SCC(=O)c3ccccc3)o2)c(C)c1	1.2	-3	0	0.86	14	-19	18	-2	-1
COc1ccc(CCN2C(=NC(=O)CCC(=O)O)SC3CS(=O)(=O)CC32)cc1OC (configuration not stated)	0.84	-2	5	0.91	10	16	12	0	-1
CCOC(=O)c1[nH]c(COC(=O)CCOc2ccccc2OC)c(C(=O)OCC)c1C	0.79	-3	-4	1	-4	21	10	-7	-10
CCOC(=O)C1CCCN(CC(=O)c2c[nH]c3ccc(C)cc23)C1 (configuration not stated)	0.81	-2	-2	1	-1	19	16	-3	nt
CCOC(=O)C1=C(C)NC(=O)NC1c1ccc(N2CCC(c3ccccc3)=N2)cc1 (configuration not stated)	1.1	-1	-6	1.4	-39	-6	-10	-9	-24
COC(=O)c1[nH]c(C)c(/C(O)=C2\C(=O)C(=O)N(CCN3CCOCC3)C2c2ccc(C)o2)c1C (configuration not stated)	0.93	-4	-1	1	0	7	-9	0	0
CC1(C)Cc2ccccc2-c2c1c(=O)n(Cc1ccccc1)c1nnnn21	0.94	-5	0	0.92	8	6	1	1	1
COc1ccccc1N1CCN(c2cc(=O)n(-c3ccccc3Cl)c(=O)[nH]2)CC1	0.9	2	-4	0.9	10	10	-4	-7	0
CS(=O)(=O)N(Cc1ccc(C(=O)NN=C2CCCCCC2)cc1)c1ccccc1	1.1	-1	-1	1	-3	-8	-8	-6	2
Cn1cnc(S(=O)(=O)Nc2cc(-c3ccc(Cl)cc3)nn2C)c1	0.9	2	4	0.92	8	10	15	10	4
CC(C)(C)C(=O)CSc1nccc(=O)[nH]1	0.9	-3	-4	1	-2	10	28	-7	0
CCC(=O)N1CCc2cc(S(=O)(=O)CCC(=O)O)ccc21	1	2	3	0.96	4	-1	14	-3	1
CCOc1ccc(S(=O)(=O)Nc2ccc(C(=O)N/N=C/c3c(C)nn(-c4ccccc4)c3N3CCCC3)cc2)cc1	0.92	-3	-3	1.1	-6	8	2	-8	2
NNc1nnc2c3cc(F)ccc3n(Cc3ccccc3)c2n1	1.2	-3	-4	1.1	-6	-23	7	-8	1
COC(=O)c1ccc(NC(=O)C(=O)N2CCN(C(=S)Nc3ccc(C)cc3)CC2)cc1	0.81	1	2	0.94	6	19	25	0	4
